Compound activity as filed in PubChem BioAssay.
KB-V1 MDR tox: qHTS assay for MDR1-selective chemotherapeutics: Primary screen using the drug-selected MDR subline cells KB-V1 | 400,000 tested, 3.4% active | Potency, µM (top dose mostly 46.1 µM), for inactives: at the top dose activity change, negative = cytotoxicity, actives largely listed as cytotoxic | KB-V1 MDR cells viability, CellTiter-Glo, 72 h; also: potency is read from the fitted curve at half-maximal effect; % is scaled to controls: 0 for no effect and ±100 for the full control effect; nearly all actives have a fitted effect of over 60% in size
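KB-V1 MDR subline cells in DMEM (phenol-red free, 10% FBS) exposed to compounds in qHTS concentration series for 72 h at 37 degrees C. Viability read by CellTiter-Glo luminescence; concentration-effect curves fitted after normalization and correction.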
GLP-1R agonist: qHTS of GLP-1 Receptor Agonists | Potency, µM (top dose mostly 45.6 µM), inactives show at the top dose activation, most hits filed as activators | 380,000 tested, 0.007% active | Glucagon-like peptide 1 receptor (Homo sapiens), P43220 | AID 624172, 2012 | HEK293 GLP-1R CRE-luciferase, luminescence, 4-6 h; cells express a hypersensitive GLP-1R form; also: potency is read from the fitted curve at half-maximal effect; % of control where 0% means no effect
Target sequence (P43220 whole entry, looked up): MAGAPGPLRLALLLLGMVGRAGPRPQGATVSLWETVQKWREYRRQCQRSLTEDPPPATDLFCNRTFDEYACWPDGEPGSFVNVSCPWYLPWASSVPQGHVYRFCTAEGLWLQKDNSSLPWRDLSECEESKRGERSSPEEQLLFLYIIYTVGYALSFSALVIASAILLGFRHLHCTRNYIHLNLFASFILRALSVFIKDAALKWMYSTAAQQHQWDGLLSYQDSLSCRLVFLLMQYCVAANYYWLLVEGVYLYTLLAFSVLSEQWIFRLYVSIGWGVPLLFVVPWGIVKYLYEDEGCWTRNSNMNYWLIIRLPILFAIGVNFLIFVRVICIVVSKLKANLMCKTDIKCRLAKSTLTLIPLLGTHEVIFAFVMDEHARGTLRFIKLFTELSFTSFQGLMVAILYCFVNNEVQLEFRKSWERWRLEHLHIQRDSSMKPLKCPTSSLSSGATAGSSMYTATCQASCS
SW480 rereplic: A quantitative high throughput screen for small molecules that induce DNA re-replication in SW480 colon adenocarcinoma cells; Potency, µM (highest dose often 46.1 µM), without a hit: top-dose re-replication activation, actives largely listed as activators; 340,000 tested, 1.8% active; SW480 DNA re-replication, Hoechst DNA content imaging, 48 h; AID 624297, 2012; also: potency is read from the fitted curve at half-maximal effect; % of control where 0% means no effect; nearly all actives have a fitted effect of over 55% in size
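250 cells/well; 23 nL cpd via pin tool; 48 hr, 37 C, 5% CO2; Hoechst 40 min; imager read of total nuclear intensity, ex 405/em 500-530 nm.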
D3 antag: qHTS of D3 Dopamine Receptor Antagonist: qHTS; D(3) dopamine receptor (Homo sapiens), P35462; D3R cells, DiscoveRx beta-arrestin luminescence, antagonist mode; active compounds read low; max response, negative = inhibition, %; 360,000 tested, 2.5% active; AID 652054, 2013; in the data active = max response below about -50%; inconclusive = no clear call, values can overlap the other calls; also: % is scaled to controls: 0 for no effect and ±100 for the full control effect; mostly tested at two doses, the higher about 12 µM
Target sequence (P35462 whole entry, looked up): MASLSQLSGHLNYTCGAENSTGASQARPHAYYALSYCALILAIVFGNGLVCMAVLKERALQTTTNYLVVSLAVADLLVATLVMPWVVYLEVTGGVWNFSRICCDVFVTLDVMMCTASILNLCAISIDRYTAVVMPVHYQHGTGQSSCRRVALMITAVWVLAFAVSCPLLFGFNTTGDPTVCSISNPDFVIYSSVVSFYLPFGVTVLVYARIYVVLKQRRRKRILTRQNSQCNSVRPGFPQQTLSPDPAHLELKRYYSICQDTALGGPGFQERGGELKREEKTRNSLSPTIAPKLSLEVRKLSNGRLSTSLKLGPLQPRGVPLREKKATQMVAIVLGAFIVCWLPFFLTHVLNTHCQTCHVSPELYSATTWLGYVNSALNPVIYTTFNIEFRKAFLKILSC
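Cells expressing the human receptor were seeded at 1500 cells/well, incubated overnight at 37 degrees C in 5% CO2, then exposed to library compounds with dopamine controls for 90 minutes at 37 degrees C before luminescent detection.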
KB-3-1 tox: qHTS assay for MDR1-selective chemotherapeutics: Primary screen using the parental adenocarcinoma cell KB-3-1; KB-3-1 viability, CellTiter-Glo ATP luminescence, 72 h; Potency, µM (titrated, usually from 46.1 µM), without a hit: at the highest dose activity change, negative = cytotoxic, hits mostly cytotoxic; 400,000 tested, 1.4% active; also: potency is read from the fitted curve at half-maximal effect; % is scaled to controls: 0 for no effect and ±100 for the full control effect; nearly all actives have a fitted effect of over 60% in size
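72 h, 37 °C compound treatment of KB-3-1 parental cells; CellTiter-Glo added, 10 min, luminescence read. Data corrected against DMSO-only plates and normalized before curve fitting.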
IL1B secr inh: qHTS for Inhibitors of Inflammasome Signaling: IL-1-beta AlphaLISA Primary Screen; 360,000 tested, 4.7% active; AID 743279, 2014; activity change, % at 57.5 µM; THP-1 LPS/ATP IL-1B secretion, AlphaLISA, 16 h; active compounds read low; in the data active = activity change below about -50%; inconclusive = mostly about -30% to -49%; also: % is scaled to controls: 0 for no effect and ±100 for the full control effect
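Secreted IL-1B measured by AlphaLISA bead assay after 16 h compound exposure of THP-1 cells; compounds (final up to 57.5 uM) added 1 h before LPS (250 ng/mL) and ATP (1.25 mM) stimulation; lower signal means less secretion.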
HT1080 IDH1KD tx: qHTS for induction of synthetic lethality in tumor cells producing 2HG: qHTS for the HT-1080-IDH1KD cell line | HT-1080 IDH1 knockdown viability, ATP luminescence, 48 h | Potency, µM (titrated, usually from 46.1 µM), without a hit: at the highest dose activity, negative = toxicity, usual class: cytotoxic | 360,000 tested, 2% active | AID 686971, 2013;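 also: potency is read from the fitted curve at half-maximal effect; 0% = DMSO wells and -100% = cell-free medium wells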
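Using the IDH1-knockdown HT-1080 line run in the same batch and compound series as the NT line, viability after 48 h at 37 °C was determined by CellTiter-Glo luminescence and expressed as % activity.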
DRD3 agonist: qHTS of D3 Dopamine Receptor Agonist: qHTS; D3R DiscoveRx beta-arrestin cells, luminescence, 90 min; max activation, %; 410,000 tested, 0.58% active; AID 652048, 2013; in the data active = max activation above about 30%; also: 0% is about no effect; mostly tested at two doses, the higher about 12 µM
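Agonist-mode cell screen: cells plated at 1500/well and incubated overnight at 37 °C, then exposed to library compounds for 90 min at 37 °C. Detection reagent was added for 30–60 min at room temperature, and luminescence was read.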
HT1080-NT tox: qHTS for induction of synthetic lethality in tumor cells producing 2HG: qHTS for the HT-1080-NT fibrosarcoma cell line | 360,000 tested, 1.6% active | HT-1080-NT fibrosarcoma viability, CellTiter-Glo ATP luminescence, 48 h | Potency, µM (series often up to 46.1 µM), inactives show at the top dose activity, negative = less viability, most hits filed as cytotoxic | AID 686970, 2013;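 also: NT is the 2HG producing partner of a matched IDH1 knockdown line; potency is read from the fitted curve at half-maximal effect; 0% = DMSO-treated cells and -100% = media-only wells without cells; nearly all actives have a fitted effect of over 55% in size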
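Viability of the 2HG-overproducing fibrosarcoma line after 48 hours of compound exposure at 37 degrees C was determined by luminescence with CellTiter-Glo, and concentration-effect curves were then fitted and categorized.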
An asterisk follows results filed as active; i = inactive; ? = inconclusive; · = not tested or not shown; & = joins results of further samples; [ ] = remark or other dose. Unless noted, calls follow the shape of the dose curve; as a rule, active = well fitted curve in the direction sought with a large enough effect; inconclusive = small, poorly fitted or top-dose-only effect, or another doubt; inactive = no such curve, though single readings can be large; an effect the other way counts as inactive or inconclusive. Rows are unselected. Share with any hit: about 12%.

SMILES	KB-V1 MDR tox	GLP-1R agonist	SW480 rereplic	D3 antag	KB-3-1 tox	IL1B secr inh	HT1080 IDH1KD tx	DRD3 agonist	HT1080-NT tox
COCCNC(=O)C(c1ccccc1C)N(CCOC)C(=O)Cn1nnc2ccccc21 (stereo not given)	-2%	-6%	-5%	-20	2%	3	4%	3	4%
CN(C(=O)c1cccc(NC(=O)Cc2ccc(NC(=O)C3CCN(C(=O)C4CCCC4)CC3)cc2)c1)C1CCCCC1	6%	-2%	?	7	-19%	-13	?	6	-12%
COCCN(C(=O)COC(=O)Cc1ccc(Cl)cc1Cl)c1c(N)n(Cc2ccccc2)c(=O)[nH]c1=O	16%	5%	-23%	10	10%	-8	1%	5	2%
CCC(Oc1ccccc1)C(=O)Nc1nc2ccccc2[nH]1 (stereo not given)	?	-7%	14%	2	-28%	?	10%	-2	9%
O=C(CSc1ccccc1)Nc1ccc(NC(=O)c2ccco2)cc1	?	-1%	-8%	-22	-17%	-9	5%	-8	-14%
CCN(C[C@H]1N[C@@](Cc2ccccc2)(C(=O)OC)[C@H]2C(=O)N(C)C(=O)[C@@H]12)S(=O)(=O)c1ccccc1	0%	-2%	5%	28	0%	15	-30%	0	-10%
CC(Sc1ccccc1)C(=O)NCC(c1ccco1)N1CCCCC1 (stereo not given)	?	-7%	-6%	-3	-3%	2	-1%	-13	4%
CSc1nc(N)c(C#N)c(-c2ccc(Cl)cc2)c1C#N	-15%	-1%	-3%	25	?	-4	?	-4	?
COCCn1c(C)c(C)c2c(NCCc3ccccc3)ncnc21	-6%	2%	15%	62	-1%	4	1%	1	3%
O=C(CSc1n[nH]c(-c2ccccc2)n1)Nc1ccccc1O	7%	-10%	0%	21	-5%	0	-22%	7	-11%
CC1=C(C(=O)N(C)C)CC(CC(=O)NC2CCCCC2)C(=O)N1CCCN1CCCC1=O (stereo not given)	9%	-5%	·	20	17%	16	5%	3	3%
CCOc1ccc(NC(=O)CN(C)C2=NS(=O)(=O)c3ccccc32)cc1	16%	-6%	·	-20	0%	12	4%	-1	5%
O=C(Oc1ccc2c(c1)OCO2)c1ccc(F)cc1Cl	2%	-3%	-1%	8	8%	8	10%	1	10%
COC(=O)c1ccc(Cn2nc(C)c(Cl)c2C)o1	-9%	4%	-2%	1	0%	5	9%	-1	5%
CSCCC(NC(N)=O)C(=O)Nc1ccc(F)c(Cl)c1 (stereo not given)	5%	3%	-4%	-8	-1%	15	1%	0	7%
CCOCCCNC(=O)CCS(=O)(=O)Cc1ccc(C)cc1	9%	1%	1%	-13	10%	18	11%[9.24 µM]	0	12%
Cc1cc(C)c2nc(N3CCCN(C(=O)c4ccco4)CC3)c(C#N)cc2c1	0%	24%	-2%	?	2%	?	-4%	-1	-3%
O=C(c1cc(Sc2ccc(Cl)cc2)nc2ccccc12)N1CCN(c2ccccn2)CC1	?	-4%	·	3	-14%	-7	-25%	1	?
CCC/C(=C1/c2ccccc2C(=O)N1c1ccccc1)c1ccc2c(c1)OCO2	-24%	3%	-1%	-7	6%	-6	9%	-22	6%
CCOCCCNC(=O)Cn1cnc2c(cnn2-c2ccc(F)cc2)c1=O	-3%	-1%	0%	131	6%	13	10%	2	10%
Cc1cc(C(=O)COC(=O)COc2ccccc2C#N)c(C)n1CC1CCCO1 (stereo not given)	?	4%	-5%	17	-6%	1	-2%	2	-2%
Cc1ccc(NC(=O)CCC(=O)c2cccs2)c(Br)c1	1%	21%	-3%	18	1%	-9	12%	3	18%
C=CCNCCOCCOc1ccc(Cl)cc1C(C)(C)C	?	-2%	12%	-58*	-17%	-53*	-14%	-20	-2%
COc1ccc(OC)c(S(=O)(=O)N2CCC(C(=O)N3CCN(c4ccc(F)cc4)CC3)CC2)c1	?	6%	-2%	13	-17%	i	0%	2	0%
CN(C)CCNc1nc2sc3c(c2c(=O)n1Cc1ccccc1)CCCCC3	4%	11%	16%	-16	-21%	-96*	-17%	-4	-4%
Cc1c(NC(=O)C(C)OC(=O)CNC(=O)c2ccccc2)c(=O)n(-c2ccccc2)n1C (stereo not given)	17%	-9%	-23%	0	-2%	-11	0%	-6	3%
C/C=C/Cn1c(Br)nc2c1c(=O)n(C)c(=O)n2C	-1%	-2%	-4%	8	10%	20	2%[9.24 µM]	3	6%
Cc1ccccc1OCCCC(=O)NC1CCCCC1	-22%	20%	1%	-11	7%	-1	8%	-6	0%
COc1ccc(S(=O)(=O)N2CCCCC2)cc1NC(=O)C1CSC2(C)CCC(=O)N12 (stereo not given)	-1%	6%	-5%	8	5%	-7	17%	-1	-3%
Cc1ccc(NC(=O)CSc2nnc(-c3nnn(-c4ccc(F)cc4)c3C)o2)cc1Br	-1%	0%	·	·	0%	·	·	-3	·
CCSc1ccc(-c2cccc([N+](=O)[O-])c2)nn1	-11%	9%	3%	2	-7%	-3	3%	0	-4%
O=C(c1ccc(S(=O)(=O)N2CCOCC2)cc1)N1CCN(C2=NS(=O)(=O)c3ccccc32)CC1	4%	-6%	-4%	-14	7%	2	14%	-2	6%
CC(NC(=O)COC(=O)CNC(=O)c1ccc(-c2ccccc2)cc1)c1ccccc1 (stereo not given)	26%	11%	-33%	-2	-12%	21	-4%	1	2%
O=C(COC(=O)c1cc(S(=O)(=O)N2CCOCC2)ccc1F)Nc1c(Cl)cccc1C(F)(F)F	3%	-9%	2%	2	-7%	8	8%	4	3%
CCN(CC(=O)NC1CCCCCC1)S(=O)(=O)c1ccccc1	-13%	1%	-7%	19	-3%	7	6%	-1	9%
C=CCC1(O)C(=O)Nc2ccccc21 (stereo not given)	?	17%	-10%	?	-5%	0	9%	0	8%
C/C(=N\NC(=O)c1cccc(Br)c1)c1ccc(Br)cc1	?	0%	0%	-9	2%	-4	2%	-2	21%
COc1ccc(NC(=O)CSc2nccn2Cc2ccco2)c(OC)c1	4%	10%	-2%	2	9%	-5	0%	0&4	7%
CC1Cn2c(nnc2-c2cccc(Cl)c2)S1 (stereo not given)	0%	8%	-6%	-2	4%	0	3%	1	11%
Cc1cccc(NC(=S)NCCc2ccc(Cl)cc2)c1C	-16%	21%	-1%	-3	-29%	-15	-6%	4	-2%

Entries of single compounds from above. Values in the order: KB-V1 MDR tox, GLP-1R agonist, SW480 rereplic, D3 antag, KB-3-1 tox, IL1B secr inh, HT1080 IDH1KD tx, DRD3 agonist, HT1080-NT tox
Cc1ccccc1OCCCC(=O)NC1CCCCC1 as listed: -22%, 20%, 1%, -11, 7%, -1, 8%, -6, 0%
Cc1cc(C(=O)COC(=O)COc2ccccc2C#N)c(C)n1CC1CCCO1 (stereo not given) as listed: ?, 4%, -5%, 17, -6%, 1, -2%, 2, -2%
CC(NC(=O)COC(=O)CNC(=O)c1ccc(-c2ccccc2)cc1)c1ccccc1 (stereo not given) as listed: 26%, 11%, -33%, -2, -12%, 21, -4%, 1, 2%
COc1ccc(S(=O)(=O)N2CCCCC2)cc1NC(=O)C1CSC2(C)CCC(=O)N12 (stereo not given) as listed: -1%, 6%, -5%, 8, 5%, -7, 17%, -1, -3%

Following part:
SMILES	KB-V1 MDR tox	GLP-1R agonist	SW480 rereplic	D3 antag	KB-3-1 tox	IL1B secr inh	HT1080 IDH1KD tx	DRD3 agonist	HT1080-NT tox
Cc1csc(C)[n+]1CC(=O)c1ccccc1	0%	2%	-14%	9	-8%	18	-13%	-2	-6%
CCOC(=O)N1CCC(N2Cc3cccc(C(=O)N4CC(C)CC(C)C4)c3C2=O)CC1 (stereo not given)	-1%	-2%	-8%&16%	7	?	0	14%	-2	2%
CCOC(=O)c1sc(/N=C/N(C)C)c(C(=O)OCC)c1C	-11%	?	-2%	21	-8%	-24	-24%	-8	3%
O=C(c1ccc2c(c1)N(Cc1ccc(Cl)cc1)C(=O)c1ccccc1S2(=O)=O)N1CCCC1	-3%	-5%	·	·	0%	·	·	1	·
Cn1nccc1C(=O)N1CCOCC1	0%	-5%	3%	4	7%	-4	8%	3	11%
O=C(NC(Cc1c[nH]c2ccccc12)C(=O)O)c1ccco1 (stereo not given)	-15%	-6%	-1%	16	1%	32	0%	2	-8%
COc1ccccc1C(O)c1ncc(-c2ccccc2C)[nH]1 (stereo not given)	6%	-1%	·	24	0%	22	26%	0	?
OC[C@H]1O[C@@](CO)(O[C@H]2O[C@H](CO)[C@@H](O)[C@H](O)[C@H]2O)[C@@H](O[C@H]2O[C@H](CO)[C@@H](O)[C@H](O)[C@H]2O)[C@@H]1O	8%	-10%	-4%	2	0%	-6	3%	13	14%
CCc1ccc(NC(=S)N2CCCC2)cc1	9%	-4%	1%	4	1%	12	11%	0	-2%
O=c1[nH][nH]c(-c2ccccc2O)c1C(C[N+](=O)[O-])c1ccc(Br)cc1 (stereo not given)	-24%	-21%	?	-25	-7%	?	-11%	-8	-6%
COc1ccc(OC)c(NC(=S)NCc2cccnc2)c1	-28%	-1%	-7%	-7	-6%	0	0%	-1	-1%
Cc1cc(C(=O)NC(C)C2CC2)c(Cl)cc1Cl (stereo not given)	6%	-1%	2%	-18	2%	-6	-1%	0	-1%
CCc1nnc(NC(=O)c2ccc(-c3ccccc3F)o2)s1	1%	6%	-3%	-13	?	0	?	1	28%
CCOC(=O)N1CCC(NC(=O)c2ccc3c(c2)sc2nc(-c4ccccc4)cn23)CC1	0%	-7%	0%	36	-18%	-15	-22%	5	-12%
COc1cccc(CN(C(=O)c2ccc([N+](=O)[O-])cc2)C2CCS(=O)(=O)C2)c1 (stereo not given)	-8%	-5%	-11%	16	1%	8	8%	0	8%
